# Source: PubChem BioAssay (several laboratories)
# NR2E3 ag-1 – NR2E3 agonists in two-hybrid cells, primary screen, cell-based, luminescence, CHO-S, Gal4-NCOR/VP16-NR2E3; inhibition of corepressor binding, % at 3.98 µM; AID 602229, 2012; luciferase; actives 0.35% (n = 360,000);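 active means inhibition above the mean of all tested compounds plus 3 SD, cut at about 70% in these data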;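 further: 0% = DMSO with NR2E3 transfected cells and 100% = cells lacking NR2E3 construct; higher means lower luciferase signal from less NR2E3 corepressor binding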
# Target sequence (Q9Y5X4 whole entry, looked up, the tested form may be a part): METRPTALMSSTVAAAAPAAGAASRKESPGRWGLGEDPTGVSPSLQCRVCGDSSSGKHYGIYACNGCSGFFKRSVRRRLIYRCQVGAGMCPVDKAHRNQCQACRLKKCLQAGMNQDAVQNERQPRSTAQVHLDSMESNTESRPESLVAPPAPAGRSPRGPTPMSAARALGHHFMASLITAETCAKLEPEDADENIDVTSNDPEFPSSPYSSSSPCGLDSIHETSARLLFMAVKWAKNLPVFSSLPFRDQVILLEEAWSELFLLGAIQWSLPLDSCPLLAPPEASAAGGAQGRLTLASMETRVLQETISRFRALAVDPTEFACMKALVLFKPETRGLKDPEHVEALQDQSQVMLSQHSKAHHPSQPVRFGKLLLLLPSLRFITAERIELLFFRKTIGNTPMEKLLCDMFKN
# hiPSC survival – enhancers of single-cell hiPSC survival, primary screen, ATPlite luminescence | 100% = ROCK inhibitor wells, 0% = DMSO | survival enhancement, % at 20 µM | actives 0.044% (n = 360,000); in the data active means survival enhancement above about 18%;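 further: cells exposed to compounds for 16 hours before the ATP read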
# HIF-2a block – HIF-2a reporter inhibitors, primary screen, luminescence, 786-0 RCC cells | 786-0 RCC cells HIF-2a reporter, luciferase luminescence, overnight | inhibition, % at 18.8 µM | actives 0.72% (n = 360,000) | AID 624352, 2012;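 active means inhibition of the luminescence signal of 40% or more relative to plate controls, in a single-dose primary screen at 18.75 µM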
# NR2E3 ag-2 – inhibitors of NR2E3-RetCOR corepressor binding, primary screen, NR2E3 agonist project, biochemical, TR-FRET, GST-NR2E3, biotin-RetCOR; Photoreceptor-specific nuclear receptor (Homo sapiens), Q9Y5X4; 1536-well; inhibition of corepressor binding, % at 4.78 µM; actives 0.12% (n = 320,000); AID 2300, 2010;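 active means percent inhibition above the cutoff of mean plus 3 SD of all tested compounds, set per screening campaign, cut at about 20% in these data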;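 further: 0% = DMSO wells and 100% = biotin wells as full block of FRET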
#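 Test system – NR2E3–RetCOR corepressor complex · Quantity – NR2E3 fusion 1.35 nM · Buffer or medium – Tris pH 7.5 · Incubation – Compound–protein incubation for 5 h at 4 °C · Technique – TR-FRET, Eu(K)-anti-GST donor, streptavidin-D2 acceptor, ex 340, em 617/671 nm · Evaluation – percent inhibition of 671/617 nm emission ratio versus biotin and DMSO controls · Plate – 1536-well format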
# MITF TRPM1 inh – inhibitors of MITF-dependent TRPM1 promoter reporter, primary screen, cell-based, SK-MEL-5, single point, luciferase | SK-MEL-5 TRPM1 promoter luciferase, 24 h | inhibition, % at 12.5 µM | actives 0.83% (n = 330,000) | AID 488899, 2010;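 active means mean inhibition across replicates of 60% or more, whatever share of single replicates reaches that level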; further: values of inactives mirror those of a sister screen read the other way
# KKLEB tox – cytotoxicity in KKLEB CF airway cells, primary screen, cytotoxicity control for CF NF-kB inhibitor project, cell-based, uHTS, fluorescence assay plates; KKLEB CF airway cells viability, ATPlite luminescence, overnight; active compounds read low; cells stimulated with P. aeruginosa culture filtrate; activity change (cytotoxicity), % at 5 µM; actives 0.36% (n = 360,000);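 active means corrected activity change at or below -50% at 5 µM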
# CF NFkB block – inhibitors of PAF-induced NF-kB signaling, primary screen, cell-based, GFP fluorescence, uHTS. KKLEB NF-kB-GFP reporter, GFP fluorescence overnight. AID 588850, 2011. inhibition, % at 5 µM. actives 0.86% (n = 360,000);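 active means at least 50% inhibition at 5 µM, scaled per plate between neutral and stimulator controls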;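 further: PAF is a Pseudomonas aeruginosa culture filtrate used as stimulus; plate controls were PAF-stimulated DMSO wells for no effect and unstimulated DMSO wells for full effect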
# LMP1 NFkB inh – EBV LMP1-driven NF-kappaB luciferase reporter inhibitors, primary screen, cell-based, luminescence, single point; LMP1-induced NF-kappaB luciferase reporter cells; inhibition, % at 12.5 µM; actives 0.69% (n = 350,000); AID 504558, 2011; in the data active means inhibition above about 41%;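 further: 0% = neutral control wells and 100% = reference inhibitor control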
# Peg3 prom inh – Peg3 promoter-driven luciferase inhibitors, primary screen, cell-based, HeLa, luciferase luminescence; HeLa PEG-Prom luciferase reporter, overnight; inhibition, % at 20 µM; actives 1.7% (n = 360,000); AID 588405, 2011;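 active means inhibition of at least 50% at 20 µM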
# Shn3 inh set2 – reduction of Shn3 3'UTR firefly luciferase signal, primary screen, Schnurri-3 inhibitor project, cell-based, Clone20 osteoblasts, set 2 | Clone20 osteoblast Shn3 3'UTR firefly luciferase, 24 h | inhibition, % at 12.5 µM | actives 0.52% (n = 360,000) | AID 588674, 2011;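 active means mean inhibition of at least 75% with every replicate also reaching 75%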;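 further: 0% = median of neutral control wells and 100% = pilot-screen positive control compound; some compounds past the cut are filed as inactive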
# C8 TRAIL sens – viability loss with TRAIL in NB7+C8 cells, primary screen, TRAIL sensitizer project, cell-based, ATPlite luminescence. inhibition (viability loss, TRAIL sensitization), % at 10 µM. actives 1% (n = 360,000). AID 624354, 2012;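 active means compounds causing at least 50% loss of cell viability in the single-dose screen, relative to plate controls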
# * = called active by the depositor; x = not tested or not shown. An excerpt; rates above refer to the full screens.
SMILES,NR2E3 ag-1,hiPSC survival,HIF-2a block,NR2E3 ag-2,MITF TRPM1 inh,KKLEB tox,CF NFkB block,LMP1 NFkB inh,Peg3 prom inh,Shn3 inh set2,C8 TRAIL sens
Cc1cc(NC(=O)CSc2nc3c(C)ccc(C)c3cc2C#N)no1,1,1.3,-3,0,-3,-2,10,-7,-6,12,8
NC(=O)CC(NC(=O)c1ccc(Br)cc1)c1ccc(NCc2ccc(F)c(F)c2)c([N+](=O)[O-])c1 (stereo not given),-2,-2.5,11,2,3,-19,21,1,19,11,0
Cc1c(C(=O)NNC(=O)c2ccncc2)oc2ccccc12,6,0.1,-11,4,7,11,16,-5,-8,-15,-15
O=C(c1ccccc1)N1CCCN(c2nccc(C(F)(F)F)n2)CC1,-1,0.7,15,-1,-3,-12,11,1,11,12,-18
CN1CCN(C2=CC(=O)OC23CCCCC3)CC1,-25,0.1,15,3,2,2,8,6,19,-43,8
O=C1COc2ccc(C(=O)CSc3ccc(Br)cc3)cc2N1,-16,-0.5,-19,-4,-16,-24,-26,2,-18,11,15
Cn1c(N)c(C(=O)CN2CCN(S(=O)(=O)c3ccccc3C#N)CC2)c(=O)n(C)c1=O,9,7.5,-3,x,x,9,-24,2,4,-25,8
Oc1cccc(Nc2c3ccccc3nc3ccccc23)c1,-19,-0.4,40,-1,35,-11,-96,-15,76*,65,4
COc1ccc(NC(=O)c2cnn(-c3ccccc3)c2C)c(OC)c1,-18,0.1,-55,-2,6,11,-16,5,-23,18,2
COCCNc1oc(/C=C/c2cccc(OC)c2)nc1S(=O)(=O)c1ccccc1,-18,3.5,9,x,x,6,10,-2,22,-10,1
CC(C)CC(=O)Nc1nnc(SCC(=O)Nc2ccc3c(c2)OCO3)s1,-6,-1.5,-17,0,-7,-12,16,-1,-25,12,13
Cc1cc(C)cc(N=Cc2ccc([N+](=O)[O-])s2)c1,-3,-1.6,9,-3,28,2,-1,-8,51*,10,2
CCOC(=O)C1CC2=C(CC(C)(C)CC2=O)N(CCOC)C1=O (stereo not given),-15,-0.2,5,x,-6,16,-9,-2,-6,-1,8
N#CC1=C(N)Oc2c(oc(CO)cc2=O)C1c1ccsc1 (stereo not given),-29,-1.4,8,0,0,-11,14,3,4,-23,-11
COc1ccc(C(=O)O)cc1S(=O)(=O)Nc1ccccc1-c1ccccc1,-5,0.7,0,4,-2,2,-6,-7,15,-1,-9
O=C1c2cccnc2C(Nc2ccc(S(=O)(=O)N3CCCCCC3)cc2)N1Cc1ccccc1 (stereo not given),-2,-0.6,3,1,-13,1,-10,2,-14,22,-2
CC1(C)CC(NC(=O)C(C)(C)Oc2ccc(Cl)cc2)CC(C)(C)N1,-14,0.2,2,2,-3,5,10,-5,3,-25,2
CCOC(=O)C1(C)CCCN1C(=O)c1ccc2ccccc2c1 (stereo not given),8,-0.6,1,x,x,-3,13,x,-5,-18,9
CCOC(=O)N1CCN(S(=O)(=O)N2CCCC(C(=O)NCCCN3CCCCC3CC)C2)CC1 (stereo not given),2,-0.4,-5,0,2,-4,0,4,-5,5,-9
Cc1nnc(NC2CCCCC2)[nH]c1=O,3,-0.6,22,-1,2,2,6,-3,6,-6,1
CC(O)C(NS(=O)(=O)c1ccc(Cl)cc1)C(=O)OCCOc1ccc(F)cc1 (stereo not given),19,0.1,9,x,x,-14,26,4,7,17,2
CCCCn1c(SCC(=O)N2CCCC2)nnc1-c1ccccc1,-18,0.2,4,0,-2,-1,2,28,9,13,-10
Cc1cc(C)c(Nc2cc(S(=O)(=O)O)c(N)c3c2C(=O)c2ccccc2C3=O)c(C)c1,23,-0.4,24,-22,22,-13,16,-5,47,3,15
CC=C1OC(n2cnc3c(N)ncnc32)C(O)C1O (stereo not given),-1,-1.4,2,x,x,-19,4,x,12,-7,-10
O=C1Cc2cc(S(=O)(=O)Nc3ccccc3Cl)cc3c2N1CCC3,-7,-0.4,2,-1,-1,-4,-13,3,-7,-14,7
CCN(CC)c1ncnc2c1ncn2[C@H]1CN(Cc2ccc(Cl)cc2)C[C@@H](CO)O1,38,-0.4,9,x,x,-6,-20,x,18,-6,1
CN(C)c1ccc(C(=O)NCC(c2cccs2)N2CCOCC2)cc1 (stereo not given),10,-0.3,-26,x,-6,-17,20,-5,-15,-15,-10
Cc1onc(-c2ccccc2)c1-c1n[nH]c(=S)n1-c1ccccc1,-10,1.8,6,-1,26,16,-4,1,22,-8,4
O=C(Nc1ccccc1Cl)c1cc(C2CCCN(C(=O)OCCF)C2)on1 (stereo not given),-50,0.7,-133,x,x,-7,12,x,-141,-45,4
O=C(Cn1c(C(=O)N2CCc3ccccc3C2)cc2sccc21)c1ccccc1,-17,-2.1,3,5,22,-7,4,-9,20,-18,-10
Cc1cc(CNC(=O)c2cc(Br)ccc2Cl)nn1C,-23,-0.7,-14,1,11,5,1,-2,-6,11,-5
COc1ccc2c(CC(=O)Nc3ccccc3N3CCOCC3)coc2c1,10,-0.5,14,-3,-10,2,3,1,13,10,20
O=C(O)c1ccc(CS(=O)(=O)c2ccc(Br)cc2)cc1,2,-0.3,13,3,-7,7,-3,3,11,-43,-10
CC(Sc1nnc2c(n1)C1(C)CCC2C1(C)C)C(=O)Nc1ccccc1 (stereo not given),5,-0.2,21,3,-3,-7,-19,-4,16,-26,6
C/C(=N\OCc1ccc(C#N)cc1)c1ccccc1,-14,-0.3,-331,1,-87,16,-21,-22,-284,-44,3
COc1cc(-c2nc(C(F)(F)F)c(OC)o2)cc(OC)c1OC,4,1.4,8,1,0,6,-24,4,-9,3,1
Cn1c(C(=O)N2CCCC(C(=O)NCCN3CCOCC3)C2)cc2sccc21 (stereo not given),-13,1.7,15,4,6,-6,2,-3,9,2,-7
COc1ccc(-n2nc(C(=O)NCC(=O)N3CC(C)CC(C)C3)c3ccccc3c2=O)c(OC)c1 (stereo not given),-17,-0.5,-24,1,-3,8,2,-3,3,-18,-17
Cc1ccc(-c2nc3ncccc3o2)cc1NC(=O)c1ccc2c(c1)OCO2,8,-0.2,12,x,4,-11,-17,-1,4,0,-3
O=C(CCCOc1ccccc1)NNC(=O)c1ccc(Cl)cc1,-17,-0.4,4,x,6,4,-10,-5,-3,-4,2
Cc1cc([N+](=O)[O-])nn1CCCC(=O)Nc1sc2c(c1C(N)=O)CCC(C)C2 (stereo not given),4,3.4,9,2,2,13,-26,2,13,3,-1
Cc1ccc(-c2cc(C(=O)N/N=C/c3ccco3)[nH]n2)cc1,-59,-1.5,-40,0,-4,8,4,6,-57,-25,0
Cc1ccc(NS(=O)(=O)c2cc3[nH]c(=O)c(=O)[nH]c3cc2C)c(C)c1,-18,-0.8,-4,1,-9,11,-6,-4,0,-16,-4
CCCCN(C)S(=O)(=O)c1cc2c(cc1Br)CCN2C(=O)C1CC1,26,3.3,14,x,-2,4,2,15,8,9,-5
CCOC(=O)C(Cc1ccccc1)NC(=O)CNC(=O)CNC(=O)OCc1ccccc1 (stereo not given),-5,-1.8,14,-2,-1,2,1,3,18,-31,-12
CCN(CC(=O)NCc1cccs1)C(=O)CCCOc1ccc(C(C)(C)C)cc1,-7,-1.3,-38,3,-14,-10,16,-1,-20,36,4
CCN1CCN(C(=O)Cn2ncc3c2-c2ccccc2OC3)CC1,-4,0.9,8,0,x,-18,23,-5,6,-12,-2
O=C(O)Cc1ccc(NC(=O)COc2ccc3ccccc3c2)cc1,-21,-0.2,-5,3,8,4,-5,-1,8,-2,-1
Cc1cc(C(C)(C)C)oc1C(=O)NCCCNC(=O)c1oc(C(C)(C)C)cc1C,10,-0.1,10,-1,4,1,10,-2,9,2,-19
CCC1(C)Cc2c(C#N)c(SC)nc(N3CCOCC3)c2CO1 (stereo not given),-12,-0.1,19,6,x,-32,31,x,5,3,3
Cc1cc(C)n2nc(SCC(=O)N(CCC#N)c3ccccc3F)nc2n1,2,-2.4,6,0,-7,-10,4,-5,1,-16,-9
COc1c(F)c(F)c(C(=O)Nc2ccc(N3CCN(C(C)=O)CC3)c(Cl)c2)c(F)c1F,-14,2.7,22,2,15,18,-15,-9,12,10,10
CCN1C(=O)C(=O)N(Cc2ccc(OC)c(F)c2)C1=O,-5,0.3,-2,2,-2,8,-16,-3,-15,2,17
O=C1C2C(c3ccccc3)C=CC(c3ccccc3)C2C(=O)N1CCCO (stereo not given),1,5.2,5,1,-7,3,-35,5,8,13,-8
Cn1c(=O)c2cc(NC(=O)Cc3cccnc3)ccc2n1-c1ccc2ccccc2c1,-31,1.6,14,x,x,-10,9,x,32,3,14
Cc1csc(Nc2cccc3ccccc23)n1,17,-2.2,-146,2,-17,14,-39,-2,-105,-19,-3

# (further entries)
SMILES,NR2E3 ag-1,hiPSC survival,HIF-2a block,NR2E3 ag-2,MITF TRPM1 inh,KKLEB tox,CF NFkB block,LMP1 NFkB inh,Peg3 prom inh,Shn3 inh set2,C8 TRAIL sens
Cn1c(=O)c(=O)n(C)c2cc(S(=O)(=O)N3CCCC3C(=O)NCc3ccco3)ccc21 (stereo not given),-21,-0.2,12,-3,11,6,6,-7,13,x,-6
C=C(C)c1cccc(C(C)(C)NC(=O)N2CCN(c3ncccn3)CC2)c1,-4,-1.8,12,0,0,0,10,5,5,-5,-15
Cc1nn(CC(=O)Nc2ccc3c(c2)OCCO3)c(C)c1[N+](=O)[O-],-16,-0.5,4,x,-2,15,-24,-6,-8,-1,1
CC(C)N(CCn1c(=S)[nH]c2ccccc2c1=O)C(C)C,-3,-1.5,12,3,2,2,-15,-7,-2,-18,-16
CSc1nc(N2CCOCC2)c2sccc2n1,0,5.2,5,2,-1,-8,21,2,-4,14,-9
O=C(COC(=O)c1ccc(S(=O)(=O)N2CCCCC2)cc1)NCc1ccco1,-17,2.0,16,4,2,-8,15,-5,-1,8,-2
